# Screening data (PubChem BioAssay)
# KDM5B inhibitor = inhibitors of human KDM5B histone demethylase | Q9UGL1 | KDM5B demethylase, FDH-coupled NADH fluorescence (FDH is formaldehyde dehydrogenase) | Potency, µM (series often up to 57.7 µM), without a hit: at the highest dose activity change, negative = inhibition, usual class: inhibitors | 2.6% of 220,000 active; active = well fitted inhibition curve with a large enough effect; inconclusive = small, poorly fitted or top-dose-only effect; inactive = no such curve, though single readings can be large or run the other way; also: 0% is about no effect; nearly all actives have a fitted effect of over 70% in size
#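 KDM5BΔAP (200 nM final) in 50 mM HEPES pH 7.5, 0.01% Tween-20 was preincubated 10 min at RT with compound over a concentration range. Substrate mix (H3K4me3 12.5 µM, α-KG 25 µM, Fe²⁺, ascorbate, NAD⁺, FDH) was added, and NADH fluorescence change over 30 min gave dose-response curves.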
# Numbers without * were called inactive; ? = inconclusive; [ ] = another dose, or the depositor's remark. Potency is read from the fitted curve at half-maximal effect. These rows are one share of the data; count on the stated rates, not on these rows.
SMILES,KDM5B inhibitor
COc1cccc(NC(=O)N(Cc2cn(C)c3ccccc23)C2CCCCC2)c1,-21%
CCNC(=O)CCc1c(C)nn(-c2ccccc2)c1Oc1ccc(F)cc1F,-5%
COc1ccccc1NC(=O)Cn1c(=O)c2c(ncn2CC(C)C)n(CC(C)C)c1=O,0%
Cc1ccc(NC(=O)CSc2nc3ncccc3[nH]2)cc1F,?
CCC(=O)N1CCN(c2ccc(NC(=O)c3ccco3)cc2Cl)CC1,13%
Cc1ccc(CNC(=O)NC(=O)C(F)(F)F)cc1,6%
O=C(NC1CC1)c1ccc2cncn2c1,32µM*
O=C(Nc1cc(C(F)(F)F)ccc1Cl)c1nn(-c2cccc(Cl)c2)ccc1=O,-5%
CCCNC(=O)C1CCC(Cn2c(=O)c3sccc3n(Cc3cccc(OC)c3)c2=O)CC1 (configuration not stated),15%
NC(=O)[C@H](Cc1ccccc1)NCc1cc(=O)c2cc(F)ccc2[nH]1,8%
O/N=C/c1cc[n+](C/C=C\c2ccccc2)cc1,7%
COc1ccccc1CCNC(=O)Nc1cccc(CN2CCOC2=O)c1,21%
CN1CCN([C@H]2[C@@H]3OC[C@@H](O3)[C@@H](NC(=O)Nc3cccc(C(F)(F)F)c3)[C@@H]2O)CC1,22%[86.2 µM]
Cc1ccc(NC(=O)NCc2cccn2Cc2ccccc2)cc1F,-23%
CC(C)CNC(=O)c1nc(CC(=O)Nc2cccc3ncccc23)no1,-7%
Cc1ccc(CC(=O)N2CCCN(c3cc(-c4ccccc4)[nH]n3)CC2)cc1,28µM*
C=CCNC(=O)c1cn2c(n1)CN([S+](C)(=O)[O-])CC2,9%[149 µM]
Cc1ccc(C)c(-c2nnc(NC(=O)c3ccc4c(c3)OCCO4)o2)c1,?
CC(=O)N[C@H]1C[C@@H](Cc2cc(CC(C)C)on2)C1(C)C,-6%[115 µM]
COc1ccc(-c2noc(N3CCC(C(=O)Nc4ccc(OC)c(OC)c4)CC3)n2)cc1,-10%
Cc1cc(-c2nnc(CCC(=O)NCC(C)c3ccccc3)o2)no1 (configuration not stated),32%
CCOC(=O)c1c(NC(=O)CCCN2CCCCC2)sc2c1CC(C)(C)OC2,-10%
O=C1CCN(Cc2ccncc2F)CCCC(c2nc(-c3cccnc3)no2)CCN1 (configuration not stated),-26%
CC(=O)Nc1ccc(S(=O)(=O)N(C)CC(=O)OCC(=O)N2CCCCCC2)cc1,19%
COc1ccc(-c2nc(CSCC(=O)N3c4ccccc4CC3C)co2)cc1 (configuration not stated),-15%

# Overlap with the part before: 6 entries, then new ones.
SMILES,KDM5B inhibitor
COc1ccc(-c2noc(N3CCC(C(=O)Nc4ccc(OC)c(OC)c4)CC3)n2)cc1,-10%
Cc1cc(-c2nnc(CCC(=O)NCC(C)c3ccccc3)o2)no1 (configuration not stated),32%
CCOC(=O)c1c(NC(=O)CCCN2CCCCC2)sc2c1CC(C)(C)OC2,-10%
O=C1CCN(Cc2ccncc2F)CCCC(c2nc(-c3cccnc3)no2)CCN1 (configuration not stated),-26%
CC(=O)Nc1ccc(S(=O)(=O)N(C)CC(=O)OCC(=O)N2CCCCCC2)cc1,19%
COc1ccc(-c2nc(CSCC(=O)N3c4ccccc4CC3C)co2)cc1 (configuration not stated),-15%
Cc1ccccc1CN(C)C(C)C(=O)Nc1ccc(N2CCCCC2)cc1 (configuration not stated),-10%
COc1ccc(COC(=O)C2=C(C)NC3=C(C(=O)CCC3)C2c2ccccc2Br)cc1 (configuration not stated),?
COc1ccc(-n2nc3n(c2=O)CCN(C(=O)c2ccc(C)cc2)C3)cc1,9%[115 µM]
CC(=O)N1CCOc2ccc(CCC(=O)NC(C)Cn3ccc(C)n3)cc2C1 (configuration not stated),-5%
O=C(CCc1cccs1)N1CCCC(CO)(CC2CC2)C1 (configuration not stated),34%[activator]
COc1ccc(S(=O)(=O)N(CC(=O)NCCSc2ccccn2)c2ccccc2)cc1,9%
O=C(/C=C/c1ccc(OC(F)(F)F)cc1)N1CCCC1,7%
Cc1cccc(OCC2(CNC(=O)NC(C)C)C[C@@H](O)[C@@H](O)C2)n1 (some centres not stated),-10%[86.2 µM]
CCCNC(=O)c1c(NC(=O)c2ccc(C)cc2)sc2c1CCCCC2,6%
COc1ccc(CNc2nc(-c3ccco3)nn2C(=O)c2ccccc2Cl)cc1,-22%
CNC(=O)c1[nH]cnc1C(=O)NC1CCCCC1,22%
Cc1cc(S(=O)(=O)c2ccc(O)c(C)c2)ccc1O,5%
CC1Cc2cc(/C=C(\C#N)c3nc4ccccc4s3)ccc2O1 (configuration not stated),-5%
O=C(NCCCN1CCCC1=O)c1cccc(S(=O)(=O)N2CCN(c3ccccc3)CC2)c1,23%
COc1cccc(CNCc2cccn2-c2nnc(N3CCN(C)CC3)s2)c1OC,16%
O=S(=O)(NCCc1csc(-c2cccc(F)c2)n1)c1cc(F)ccc1F,?
Cc1cc2oc(=O)c(CC(=O)NCCCO)c(C)c2c2occ(C(C)(C)C)c12,?
C=CCc1c(C)c(C#N)c2nc3ccccc3n2c1N1CCCCC1,?
Cc1cc(F)ccc1NC(=O)CN1C(=O)NC2(CCC(C(C)(C)C)CC2)C1=O (configuration not stated),12%
CS(=O)(=O)N1CCN(C(C(=O)O)c2c[nH]c3ccc(NC(=O)CCC(=O)O)cc23)CC1 (configuration not stated),?
O=C(COc1ccccc1F)Nc1c(C(=O)c2ccc3c(c2)OCCO3)oc2ccccc12,16%
COCCN(C(=O)CCC(=O)Nc1cc(C)on1)C(C(=O)NC(C)(C)C)c1ccccc1Cl (configuration not stated),25%
COCCN1C(=O)CCc2cc(NC(=O)CC(C)C)ccc21,-7%
CCCOc1cc(C)c(C(C)C)cc1S(=O)(=O)N1CCCC1,16%
COC(=O)N1CCCc2nc(C)nc(-c3ccc(O)cc3)c2C1,5%[86.2 µM]

# Sorted by formula weight (ascending): some entries from above
SMILES,KDM5B inhibitor
Cc1ccc(NC(=O)CSc2nc3ncccc3[nH]2)cc1F,?
COc1ccc(-n2nc3n(c2=O)CCN(C(=O)c2ccc(C)cc2)C3)cc1,9%[115 µM]
O=S(=O)(NCCc1csc(-c2cccc(F)c2)n1)c1cc(F)ccc1F,?
COc1cccc(CNCc2cccn2-c2nnc(N3CCN(C)CC3)s2)c1OC,16%

# New compounds follow.
SMILES,KDM5B inhibitor
COc1ccc(S(=O)(=O)N2CCCCC2)cc1NC(=O)Cn1c(=O)cnc2ccccc21,13%
O=C(CSc1nnc(Cc2cccs2)n1C1CCCCC1)N1CCCCCC1,22%
CC(C)CNc1ncnc2onc(-c3ccc(Cl)cc3)c12,9%
CCc1ccc(N2C(=O)C3C(C2=O)N2CCCN2C3c2ccccc2)cc1 (configuration not stated),5%
O=C1Cc2cc(S(=O)(=O)N(Cc3ccccc3)c3ccccc3)cc3c2N1CCC3,1%
CCc1nc2c(=O)n(CC(=O)N3CCC(Cc4ccccc4)CC3)nc(C)c2s1,12%
COC(=O)C1=CC(=O)C=C(OC)[C@@]12Oc1cc(C)cc(OC)c1C2=O,?
CC1CCN(CC2CCCN(C(=O)Nc3ccccc3F)CC2)CC1 (configuration not stated),-22%
COc1ccc(-c2cc(C[C@H]3CNCC[C@H]3CC(=O)NCc3ccc(OC)c(OC)c3)no2)cc1,-9%
Cn1ccnc1C(=O)NC1CCc2nnc(C3CC3)n2CC1 (configuration not stated),-10%
COc1cc(NS(=O)(=O)c2ccc(-c3cnc(C4CC4)o3)cc2)cc(OC)c1OC,9%
Cc1nc2ccc(Cl)cc2cc1C(=O)Nc1ccc(C(N)=O)cc1,-4%
COC(=O)c1cc(=O)n(-c2ccc(C(F)(F)F)cc2)[nH]1,3%
CCn1cnc2c1c(=O)n(CC(=O)N(C)CC(=O)N1CCOCC1)c(=O)n2Cc1ccccc1,-7%
Cc1ccc(C(NC(=O)Cc2cccs2)C(=O)Nc2ccc(C(C)C)cc2)cc1 (configuration not stated),4%
C/C(=N/Nc1ccc(S(N)(=O)=O)cc1[N+](=O)[O-])c1ccc2c(c1)Nc1ccccc1S2,-1%
Cc1ccc2nc(C3CCN(Cc4cccc(Cl)c4)CC3)[nH]c(=O)c2c1,2%
CC(C)C1N(C(N)=S)N=CC1(C)C (configuration not stated),6%
O=C(NCc1ccncc1)C(=O)N1CCN(C(=O)c2cc3ccccc3[nH]2)CC1,4%
O=C1CSc2ccc(S(=O)(=O)N3CCCCC3)cc2N1,15%
CCCCC(=O)Nc1ccc(-c2cc3cc(F)ccc3[nH]2)cc1,-29%
COc1ccc(C23NCCN2C(=O)c2ccccc23)cc1 (configuration not stated),34%[activator]
CCCCOC(=O)CSc1nnc(-c2ccccc2)o1,-4%
CCC1CN(C(=O)N2CCC(C(=O)O)CC2)c2cc(C)ccc2O1 (configuration not stated),5%
O=C(O)CCCC(=O)N1CCN2C(=O)c3cc(Br)ccc3NC(=O)[C@H]2C1,-20%[86.2 µM]

# (more compounds)
SMILES,KDM5B inhibitor
N#Cc1ccc(CN2CCCCCNC(=O)[C@@H]3CCC[C@@H]32)cc1,?
COc1ccc(NC(=O)c2n[nH]c3ccccc23)cc1NS(=O)(=O)c1ccc(F)cc1,-26%
CCc1nnc(NS(=O)(=O)c2ccc(NC(=O)c3ccc(Cl)cc3)cc2)s1,-12%
CC(C)(C)NC(=O)c1ccc(COc2cccc3c2OC(C)(C)C3)cc1,-2%
COc1ccc(NC(C)=O)cc1NC(=O)c1cnc2ccccc2n1,17%
Cn1c(=O)[nH]c(=O)c2c1nc(N1CCOCC1)n2Cc1ccccc1,?
O=C(COc1ccc(F)cc1)N1CCC(Oc2ccc(-c3noc(C4CC4)n3)cc2)C1 (configuration not stated),0%
COc1cccc(C(=O)NCCc2csc(-c3ccc(Cl)cc3)n2)c1,?
Cc1ccc(CN2CCC(CNC(=O)c3cnn(-c4ccccc4)c3C3CCN(C(=O)OC(C)(C)C)CC3)CC2)cc1,-6%
CCCCCCSc1nnc(N)s1,25%
CCCCOC(=O)c1ccc(NC(=O)COc2ccc3c(C)cc(=O)oc3c2)cc1,?
NC1CCN(c2c(F)cc3c(=O)c(C(=O)O)cn(C4CC4)c3c2Cl)C1 (configuration not stated),-13%
CCn1cc(CN2CCCC(c3nc(-c4cnccn4)no3)CCNC(=O)CC2)c(C)n1 (configuration not stated),?
CCS(=O)(=O)c1ncc(CN(C)CCOc2ccc(C)cc2)n1Cc1ccccc1,-9%
Cc1cccc(NC(=O)C2CCCN(S(=O)(=O)c3ccc(Br)s3)C2)c1 (configuration not stated),-21%
COc1ccc(N2CCN(C(CNC(=O)C(=O)NCc3ccc(F)cc3)c3cccnc3)CC2)cc1 (configuration not stated),0%
COc1ccccc1NC(=O)c1cc2cc(C)ccc2n1C,7%
COC(=O)c1ccc(CN(C)S(=O)(=O)c2ccc3c(c2)OCCCO3)cc1,12%
COCCN(Cc1ccco1)c1nc(-c2ccc(OC)cc2)nc2ccccc12,?
COc1cccc(C(=O)NCC2CCCN(C/C(C)=C/c3ccccc3)C2)c1OC (configuration not stated),-31%
CCCc1nnc(C[C@@H]2C[C@@H](C(C)C)[C@H](CN3CC[C@H](NC(C)=O)C3)C=C2C)o1,?
Cc1cc(C(=O)NCC(=O)N2CCCCCNC(=O)CC2c2ccccc2)nn1C (configuration not stated),7%
CC(C)c1ccc(CN2CCCC3(CCN(c4ncccc4C(N)=O)C3)C2)cc1 (configuration not stated),?
Fc1ccc(N/N=C/c2cccc(Cl)c2)c(F)c1,3%
CC1(COCC2CC2)COc2ccc(C(=O)NCc3ccccc3)cc2N1 (configuration not stated),35µM*

# Retrieved by compound from the entries so far (two):
SMILES,KDM5B inhibitor
NC1CCN(c2c(F)cc3c(=O)c(C(=O)O)cn(C4CC4)c3c2Cl)C1 (configuration not stated),-13%
Cc1ccc(CN2CCC(CNC(=O)c3cnn(-c4ccccc4)c3C3CCN(C(=O)OC(C)(C)C)CC3)CC2)cc1,-6%

# Next part.
SMILES,KDM5B inhibitor
COCCC(=O)N1CCC2(CC1)C(=O)N(C)c1ccccc12,10%
CC(C)(C)C(=O)Oc1ccc2c(-c3cc4ccccc4oc3=O)cc(=O)oc2c1,-12%
COc1ccc2c(C)c(CC(=O)Nc3cccc(C(C)=O)c3)c(=O)oc2c1OC,-25%
C/C(=N\NC(=O)c1cccs1)c1ccc(Cl)cc1,14%
O=S(=O)(NCCS(=O)(=O)N1CCN(c2ccccc2F)CC1)c1ccc(Cl)cc1,-2%
N#C/C(=C\C=C\c1ccco1)C(=O)NC1CC1,?
Cc1cc(C)c(Cn2c3ccccc3c3cnn(CC(=O)NCc4ccccn4)c(=O)c32)c(C)c1,?
CCOC(=O)c1cccnc1SCC(=O)Nc1ccc(C)cc1C,-13%
O=C(O/N=C/c1ccc(Cl)cc1)C1CCCCC1,12%
Cc1cc(C)c(CNC(=O)c2cc(-c3ccccc3O)cc3c2OCCN3C(C)C)c(=O)[nH]1,25µM*
CN1CCCCCC(O)c2cc(C(=O)N3CCN(Cc4ccccc4)CC3)ccc21 (configuration not stated),-8%
O=C(CCN1C(=O)/C(=C/c2ccccc2F)SC1=S)Nc1ccccn1,-14%
O=C(C[n+]1ccc(/C=C/c2ccccc2)cc1)c1ccc2c(c1)OCCO2,-1%
Cc1cccc(N2CCN(C(=O)c3c(C)oc4nc(C)nc(N5CCCC5)c34)CC2C)c1 (configuration not stated),-12%
CCCC(CCC)C(=O)Nc1ccccc1,9%
Cc1nnnn1-c1cccc(C(=O)N2CCCC(O)(CN(C)C)CC2)c1 (configuration not stated),4%
COc1cccc(-c2nc(S(=O)(=O)c3ccc(C)cc3)c(NCc3ccccc3)o2)c1,?
O=C(NCc1ccccn1)C1Cn2cccc2C(=O)N1Cc1ccccc1 (configuration not stated),-25%
CCc1nncn1C1CCN(S(=O)(=O)c2cc(F)ccc2OC)C1 (configuration not stated),-16%
CN(C(=O)c1ccc(Cl)c(Cl)c1)c1nc2ccccc2o1,19%
CC(C)NC(=O)c1cn(C)nc1-c1ccc2c(c1)OCCCO2,10%
